Compound activity deposited in PubChem by several laboratories.
DAX1 inh-1 = inhibitors of human orphan nuclear receptor DAX1 (NR0B1); P51843; HEK293 Gal4-DAX1 luciferase reporter, luminescence; inhibition, % at 6.75 µM; hit rate 0.99% among 340,000; AID 504766;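 active = inhibition above the mean over all tested compounds plus 3 SD, cut at about 4.2% in these data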;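 also: 0% = DAX1-transfected cells with DMSO and 100% = empty-vector control cells with DMSO; inhibition shows as a rise in luminescence from relieved DAX1 repression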
hgDAF12 agonist = agonists of H. glycines DAF-12 nuclear receptor. AID 687014. HEK293 GAL4-hgDAF12 UAS-luciferase reporter, agonist luminescence; normalized to butyrate control. activation, % at 6.8 µM. hit rate 1.8% among 370,000;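 active = activation above a cutoff set at the mean of all screened compounds plus 3 SD, cut at about 10% in these data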;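 also: 0% = DMSO wells and 100% = sodium butyrate wells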
GC-B act = GC-B (human) receptor activation | HEK293-GC-B cells, CNP EC30, cGMP TR-FRET; 0% at EC30 CNP, 100% saturating CNP | activation, % at 10 µM | hit rate 0.11% among 370,000 | AID 1920062;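 active = activation at 10 µM reaching about 35% in either raw or pattern-adjusted values, limit read from the data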
ssDAF-12 act = activators of S. stercoralis DAF-12 nuclear receptor; HEK293 ssDAF-12/GRIP1 lit1-tk-luc reporter, luminescence; % of 3 µM dafachronic acid response; activation, % at 6.8 µM; hit rate 1% among 370,000; AID 652126;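 active = activation above the mean over all tested compounds plus 3 SD, cut at about 0.9% in these data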;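 also: 0% = DMSO-only wells and 100% = 3 µM delta7-dafachronic acid wells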
hcDAF12 agonist = H. contortus DAF-12 activation, primary screen; HEK293 hcDAF-12 lit1-tk-luc reporter, luminescence; 0% DMSO, 100% Δ7-dafachronic acid; activation, % at 6.8 µM; hit rate 1.4% among 370,000;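 active = activation above the mean of all tested compounds plus 3 SD, cut at about 5.5% in these data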;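 also: 100% = response to 3 µM Δ7-dafachronic acid high control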
SMARCA2 act = activators of SMARCA2 function | MG213 cells, MMTV-luciferase reporter, dexamethasone, overnight | activation, % at 9.1 µM | hit rate 1% among 370,000 | AID 652017; in the data active = activation above about 7.8%;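 also: 0% = vehicle wells and 100% = reference activator wells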
DAX1 inh-2 = inhibitors of DAX1 repression of SF-1 activated StAR promoter | inhibition, % at 6.8 µM | HEK293T StAR-luciferase reporter, SF-1/DAX-1 repression relief | AID 652010 | hit rate 1.1% among 370,000;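 active = inhibition above the mean over all tested compounds plus 3 SD, cut at about 3.6% in these data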;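 also: 0% = DAX-1 cells with DMSO and 100% = cells lacking DAX-1 with DMSO; higher inhibition means more luminescence from relief of DAX-1 repression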
ADAM10 inh = inhibitors of human ADAM10; inhibition, % at 7 µM; recombinant ADAM10, EDANS/DABCYL FRET peptide cleavage, 3 h; hit rate 0.62% among 370,000; AID 720582; O14672;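 active = inhibition above a per-campaign cutoff equal to the mean of compounds falling between control-based bounds plus 3 SD, cut at about 20% in these data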;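 also: 0% = DMSO wells while the 100% control is not disclosed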
GAA850 FXN act = increases GAA850 frataxin promoter reporter activity. hit rate 0.56% among 360,000. HEK293 lucGAA850 FXN promoter luciferase reporter, 24 h; percent of 10 µM SAHA response. activation, % at 6 µM. AID 540364;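 active = activation above the average of all compounds screened plus 3 SD, cutoff fixed separately per campaign, cut at about 7.5% in these data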;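 also: 0% = DMSO wells and 100% = 10 µM SAHA wells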
NPR1 activator = GC-A (human) enzyme activation. P16066. HEK293 GC-A cells, cGMP TR-FRET, EC30 ANP; 0% at EC30 ANP, 100% saturating ANP. activation, % at 10 µM. hit rate 0.14% among 370,000; in the data active = activation above about 40%
Target sequence (P16066 whole entry, looked up): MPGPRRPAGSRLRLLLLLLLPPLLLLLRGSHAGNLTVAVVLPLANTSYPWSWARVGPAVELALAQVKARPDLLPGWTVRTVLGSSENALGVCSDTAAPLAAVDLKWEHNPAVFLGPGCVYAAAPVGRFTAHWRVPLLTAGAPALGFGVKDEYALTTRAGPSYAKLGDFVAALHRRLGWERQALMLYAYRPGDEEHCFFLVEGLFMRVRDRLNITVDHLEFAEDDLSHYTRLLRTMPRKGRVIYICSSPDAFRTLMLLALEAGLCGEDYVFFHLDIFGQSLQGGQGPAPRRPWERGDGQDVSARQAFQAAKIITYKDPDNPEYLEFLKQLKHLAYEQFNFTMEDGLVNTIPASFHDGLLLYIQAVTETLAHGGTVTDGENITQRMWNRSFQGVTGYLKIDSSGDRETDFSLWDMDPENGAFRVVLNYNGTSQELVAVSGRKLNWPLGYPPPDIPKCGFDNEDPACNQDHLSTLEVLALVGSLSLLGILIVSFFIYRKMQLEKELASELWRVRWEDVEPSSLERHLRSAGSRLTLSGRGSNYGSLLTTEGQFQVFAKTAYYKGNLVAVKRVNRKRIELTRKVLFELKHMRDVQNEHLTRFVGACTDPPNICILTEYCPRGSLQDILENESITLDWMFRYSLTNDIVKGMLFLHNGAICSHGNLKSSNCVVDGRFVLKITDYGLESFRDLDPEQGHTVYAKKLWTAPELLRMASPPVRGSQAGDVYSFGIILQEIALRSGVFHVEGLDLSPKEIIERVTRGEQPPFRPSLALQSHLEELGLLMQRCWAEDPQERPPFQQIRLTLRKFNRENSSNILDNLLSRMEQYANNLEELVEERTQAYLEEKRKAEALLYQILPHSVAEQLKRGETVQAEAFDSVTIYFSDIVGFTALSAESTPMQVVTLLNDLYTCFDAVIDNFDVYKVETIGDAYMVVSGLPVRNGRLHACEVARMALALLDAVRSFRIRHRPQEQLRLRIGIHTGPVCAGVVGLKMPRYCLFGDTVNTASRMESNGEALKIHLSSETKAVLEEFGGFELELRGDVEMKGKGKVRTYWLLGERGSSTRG
HGIII-sPLA2 inh = Blocks human group III sPLA2 activity; QFRET BODIPY PC-A2 liposome hydrolysis, fluorescence; inhibition, % at 12.2 µM; hit rate 0.56% among 370,000; AID 743126;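 active = inhibition above mean plus 3 SD of compounds lying within the high and low control bounds, cut at about 19% in these data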;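 also: 0% = median of test compound wells and 100% = no enzyme DMSO wells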
Numbers without * were called inactive.

COc1ccc(S(=O)(=O)NCCC(=O)NC(C)c2ccccc2)cc1 (stereo unspecified) was read as DAX1 inh-1 0.6, hgDAF12 agonist -1.5, GC-B act 3, ssDAF-12 act -1.3, hcDAF12 agonist -2.1, SMARCA2 act -3, DAX1 inh-2 -0.9, ADAM10 inh -6, GAA850 FXN act 2.8, NPR1 activator 2 and HGIII-sPLA2 inh -3.
For O=C(CN1CCN(S(=O)(=O)c2ccc(Br)s2)CC1)NCC1CCCCC1 the results were DAX1 inh-1 -0.6, hgDAF12 agonist 1.4, GC-B act 0, ssDAF-12 act -1.4, hcDAF12 agonist -0.4, SMARCA2 act -2, DAX1 inh-2 0.5, ADAM10 inh -14, GAA850 FXN act 0.5, NPR1 activator 0 and HGIII-sPLA2 inh -1.
`Cc1ccc(NS(=O)(=O)c2cccc(C(=O)O)c2)cc1S(=O)(=O)N1CCOCC1` gave DAX1 inh-1 0.4, hgDAF12 agonist 0.1, GC-B act 2, ssDAF-12 act -0.9, hcDAF12 agonist -0.5, SMARCA2 act -2, DAX1 inh-2 0.6, ADAM10 inh 5, GAA850 FXN act 1.1, NPR1 activator 1 and HGIII-sPLA2 inh -7.
For O=C(NC1(C(F)(F)F)NC(=O)N(c2ccc(F)c(Cl)c2)C1=O)c1ccncc1 (stereo unspecified) the results were DAX1 inh-1 0.7, hgDAF12 agonist 1.2, GC-B act 3, ssDAF-12 act -0.9, hcDAF12 agonist 0.6, SMARCA2 act 4, DAX1 inh-2 0.8, ADAM10 inh 5, GAA850 FXN act 0.0, NPR1 activator 3 and HGIII-sPLA2 inh 1.
Screening CC1CCN(C(=O)CSc2n[nH]c(-c3cccs3)n2)CC1 returned DAX1 inh-1 0.4, hgDAF12 agonist 0.9, GC-B act -4, ssDAF-12 act -1.1, hcDAF12 agonist -1.1, SMARCA2 act -1, DAX1 inh-2 -0.3, ADAM10 inh -5, GAA850 FXN act 2.4, NPR1 activator 2 and HGIII-sPLA2 inh -5.
Screening COC(=O)[C@@]1(Sc2ccc(C)cc2)CC(=O)N[C@@H]1c1ccc(C(F)(F)F)cc1 returned hgDAF12 agonist -0.2, GC-B act 1, ssDAF-12 act -0.9, hcDAF12 agonist 0.0, SMARCA2 act -3, DAX1 inh-2 -0.4, ADAM10 inh 3, NPR1 activator 0 and HGIII-sPLA2 inh -8.
For CCCOc1ccc(C(=O)N/N=C/c2ccc(-c3ccc(S(=O)(=O)Nc4ncccn4)cc3)o2)cc1 the results were DAX1 inh-1 -1.5, hgDAF12 agonist -1.0, GC-B act 1, ssDAF-12 act -1.2, hcDAF12 agonist -0.6, SMARCA2 act 3, DAX1 inh-2 0.4, ADAM10 inh -384, GAA850 FXN act -0.9, NPR1 activator -5 and HGIII-sPLA2 inh -20.
Screening NC(=O)c1ccsc1NC(=O)CSc1nnc(C2CC2)n1Cc1ccccc1 returned DAX1 inh-1 -0.9, hgDAF12 agonist 1.3, GC-B act -1, ssDAF-12 act -0.8, hcDAF12 agonist -1.3, SMARCA2 act 0, DAX1 inh-2 -0.5, ADAM10 inh 5, GAA850 FXN act 0.9, NPR1 activator 0 and HGIII-sPLA2 inh 2.
O=C([C@@H]1Cc2ccccc2CN1)N1CCN(Cc2ccccc2)CC1 was read as DAX1 inh-1 -0.4, hgDAF12 agonist -2.0, GC-B act 8, ssDAF-12 act -0.8, hcDAF12 agonist 1.7, SMARCA2 act 0, DAX1 inh-2 -0.1, ADAM10 inh -19, GAA850 FXN act -0.5, NPR1 activator 0 and HGIII-sPLA2 inh 11.
`COc1ccccc1CNC(=O)c1nnc(Cc2ccc(Cl)cc2)o1` gave DAX1 inh-1 1.8, hgDAF12 agonist 0.2, GC-B act 5, ssDAF-12 act -1.9, hcDAF12 agonist -1.1, SMARCA2 act -4, DAX1 inh-2 1.2, ADAM10 inh -6, GAA850 FXN act -2.8, NPR1 activator 1 and HGIII-sPLA2 inh -6.
Screening COc1ccc(-c2ccc3c(c2)[C@@H]2C[C@H](N(C)C(=O)Nc4ccccc4)[C@H]([C@H](C)O)C(=O)N2CC3)cc1 returned DAX1 inh-1 0.5, hgDAF12 agonist 2.4, GC-B act -3, ssDAF-12 act -1.6, hcDAF12 agonist -0.5, SMARCA2 act 3, DAX1 inh-2 -0.4, ADAM10 inh 5, GAA850 FXN act -2.9, NPR1 activator -3 and HGIII-sPLA2 inh -10.
For O=C(O)c1ccccc1/C=N/Nc1ccc(S(=O)(=O)N2CCOCC2)cc1[N+](=O)[O-] the results were DAX1 inh-1 0.8, hgDAF12 agonist 1.6, GC-B act 7, ssDAF-12 act -1.7, hcDAF12 agonist 0.4, SMARCA2 act -2, DAX1 inh-2 0.5, ADAM10 inh -3, GAA850 FXN act -1.6, NPR1 activator -1 and HGIII-sPLA2 inh 5.
For COc1ccc(NC(=O)CCNS(=O)(=O)c2cccc3nsnc23)cc1 the results were DAX1 inh-1 -0.6, hgDAF12 agonist -3.0, GC-B act -2, ssDAF-12 act -0.8, hcDAF12 agonist -0.6, SMARCA2 act 0, DAX1 inh-2 -0.3, ADAM10 inh 1, GAA850 FXN act 0.8, NPR1 activator 0 and HGIII-sPLA2 inh -1.
CCOC(=O)C1CCN(C(=O)CSc2n[nH]c(=O)[nH]c2=O)CC1 was read as DAX1 inh-1 -0.8, hgDAF12 agonist -0.9, GC-B act -6, ssDAF-12 act -1.1, hcDAF12 agonist 0.0, SMARCA2 act 2, DAX1 inh-2 0.4, ADAM10 inh 0, GAA850 FXN act 0.2, NPR1 activator -4 and HGIII-sPLA2 inh 1.
CCCCCCCCNCCS(=O)(=O)NCc1ccc(OC)cc1 was read as DAX1 inh-1 -0.1, hgDAF12 agonist -2.1, GC-B act -2, ssDAF-12 act -1.2, hcDAF12 agonist 0.5, SMARCA2 act -1, DAX1 inh-2 2.3, ADAM10 inh -6, GAA850 FXN act 0.9, NPR1 activator 1 and HGIII-sPLA2 inh -10.
Screening O=C1NN(c2ccccc2)C(=O)/C1=C/c1ccc(-c2cccc(C(=O)O)c2)o1 returned DAX1 inh-1 1.6, hgDAF12 agonist 0.4, GC-B act 1, ssDAF-12 act -0.7, hcDAF12 agonist 0.7, SMARCA2 act -1, DAX1 inh-2 0.8, ADAM10 inh -20, GAA850 FXN act 2.3, NPR1 activator -1 and HGIII-sPLA2 inh 10.
For CN(Cc1ccccc1)c1ccc(C(=O)O)cc1[N+](=O)[O-] the results were DAX1 inh-1 -0.9, hgDAF12 agonist 5.1, GC-B act 3, ssDAF-12 act -0.7, hcDAF12 agonist 2.0, SMARCA2 act 2, DAX1 inh-2 -0.7, ADAM10 inh 5, GAA850 FXN act -0.6, NPR1 activator 1 and HGIII-sPLA2 inh 0.
`COc1cc(CNc2ccc(N3CCOCC3)c(C(=O)O)c2)ccc1OCC(N)=O` gave DAX1 inh-1 -1.1, hgDAF12 agonist 1.7, GC-B act -1, ssDAF-12 act -1.3, hcDAF12 agonist 0.0, SMARCA2 act 0, DAX1 inh-2 -0.6, ADAM10 inh -168, GAA850 FXN act 1.8, NPR1 activator 4 and HGIII-sPLA2 inh 5.
CC1CC(=O)N(c2ccc(NCc3ccc(Cl)cc3)c([N+](=O)[O-])c2)C1=O (stereo unspecified) was read as DAX1 inh-1 0.0, hgDAF12 agonist -0.5, GC-B act -5, ssDAF-12 act -0.2, hcDAF12 agonist -2.0, SMARCA2 act -2, DAX1 inh-2 -0.2, ADAM10 inh 5, GAA850 FXN act 3.1, NPR1 activator 3 and HGIII-sPLA2 inh -3.
`CCC1CCCCN1S(=O)(=O)c1ccc(C(=O)Nc2nnc(C3=COCCO3)o2)cc1` (stereo unspecified) gave DAX1 inh-1 0.0, hgDAF12 agonist 0.7, GC-B act 3, ssDAF-12 act -1.2, hcDAF12 agonist -1.8, SMARCA2 act -1, DAX1 inh-2 -2.8, ADAM10 inh 9, GAA850 FXN act 1.3, NPR1 activator 0 and HGIII-sPLA2 inh -16.
Nc1ccc(C(=O)Nc2ccc(Nc3ccncc3)cc2)c([N+](=O)[O-])c1 was read as DAX1 inh-1 1.9, hgDAF12 agonist -4.0, GC-B act -1, ssDAF-12 act -1.1, hcDAF12 agonist -1.7, SMARCA2 act -2, DAX1 inh-2 -0.8, ADAM10 inh -4, GAA850 FXN act 1.8, NPR1 activator 2 and HGIII-sPLA2 inh -3.
Screening CCN1C2OC3OC4C(OC3OC2N(CC)S1(=O)=O)N(CC)S(=O)(=O)N4CC (stereo unspecified) returned DAX1 inh-1 -0.9, hgDAF12 agonist 3.8, GC-B act 1, ssDAF-12 act -2.0, hcDAF12 agonist -0.5, SMARCA2 act 3, DAX1 inh-2 0.1, ADAM10 inh -4, GAA850 FXN act -1.3, NPR1 activator 1 and HGIII-sPLA2 inh 1.
COc1ccc(CNC(=O)C(c2ccco2)N(C(=O)c2snc(C(N)=O)c2N)c2cccc(OC)c2)cc1 (stereo unspecified) was read as DAX1 inh-1 1.2, hgDAF12 agonist -0.5, GC-B act -5, ssDAF-12 act -1.4, hcDAF12 agonist -2.1, SMARCA2 act 0, DAX1 inh-2 -0.6, ADAM10 inh -59, GAA850 FXN act -0.3, NPR1 activator -8 and HGIII-sPLA2 inh -5.
`COc1cc(N=c2ssnc2Cl)cc(OC)c1` gave DAX1 inh-1 -0.4, hgDAF12 agonist 1.5, GC-B act 9, ssDAF-12 act -1.0, hcDAF12 agonist -0.7, SMARCA2 act -3, DAX1 inh-2 -1.0, ADAM10 inh -2, GAA850 FXN act 0.1, NPR1 activator 11 and HGIII-sPLA2 inh 12.
Screening O=C(COc1ccc2c(-c3ccccc3)cc(=O)oc2c1)Nc1cccnc1 returned DAX1 inh-1 -2.5, hgDAF12 agonist -1.6, GC-B act -3, ssDAF-12 act -1.6, hcDAF12 agonist -3.1, SMARCA2 act -3, DAX1 inh-2 0.3, ADAM10 inh 0, GAA850 FXN act -0.7, NPR1 activator 2 and HGIII-sPLA2 inh 5.
Screening COc1ccc(S(=O)(=O)NC(=O)C2(C)CCN2C(=O)CCc2ccc(Cl)cc2Cl)cc1 (stereo unspecified) returned hgDAF12 agonist 0.1, GC-B act -1, ssDAF-12 act -0.8, hcDAF12 agonist -0.8, SMARCA2 act -3, DAX1 inh-2 -1.3, ADAM10 inh -16, GAA850 FXN act -1.9, NPR1 activator 1 and HGIII-sPLA2 inh -7.
Screening CCOc1ccc(/C=C(\C(=O)O)c2ccc(S(=O)(=O)N3CCCCC3)s2)cc1OC returned DAX1 inh-1 0.6, hgDAF12 agonist 0.8, GC-B act -4, ssDAF-12 act -1.0, hcDAF12 agonist 0.2, SMARCA2 act -2, DAX1 inh-2 1.3, ADAM10 inh -47, GAA850 FXN act 1.2, NPR1 activator 1 and HGIII-sPLA2 inh -7.
For On1onc2c3cc(-c4ccccc4)nc3ccc21 the results were DAX1 inh-1 -3.0, hgDAF12 agonist -11, GC-B act -4, ssDAF-12 act -1.4, hcDAF12 agonist -1.7, SMARCA2 act -2, DAX1 inh-2 -3.9, ADAM10 inh 17, GAA850 FXN act 6.4, NPR1 activator 2 and HGIII-sPLA2 inh -38.
